HePTP inhibitor: inhibitors of human HePTP phosphatase, primary screen, biochemical, absorbance, leukemia target | Tyrosine-protein phosphatase non-receptor type 7 (Homo sapiens), P35236 | recombinant HePTP phosphatase activity, OD absorbance | inhibition, % at 20 µM | 0.64% of 110,000 active | AID 521, 2006; in the data active = inhibition above about 50%;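 note: plate controls were vehicle for no effect and reference inhibitor for full effect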
Target sequence (P35236 whole entry, looked up): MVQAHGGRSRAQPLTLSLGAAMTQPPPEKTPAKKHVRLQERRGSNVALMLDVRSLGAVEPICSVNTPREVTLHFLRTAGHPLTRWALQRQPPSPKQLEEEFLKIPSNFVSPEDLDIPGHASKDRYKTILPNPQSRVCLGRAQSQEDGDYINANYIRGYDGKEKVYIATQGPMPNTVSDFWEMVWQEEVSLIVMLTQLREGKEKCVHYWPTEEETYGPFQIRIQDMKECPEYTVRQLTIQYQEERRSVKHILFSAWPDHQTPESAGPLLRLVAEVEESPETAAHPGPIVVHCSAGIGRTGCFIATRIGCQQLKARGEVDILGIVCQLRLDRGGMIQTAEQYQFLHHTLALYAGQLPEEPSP
BAP1 block: inhibitors of BAP1 deubiquitinase, primary screen, biochemical, Ub-AMC fluorescence, kinetic | Ubiquitin carboxyl-terminal hydrolase BAP1 (Homo sapiens), Q92560 | 0.48% of 72,000 active | activity remaining (% of control), % at 20 µM | recombinant BAP1, Ub-AMC hydrolysis fluorescence kinetic; hits give low values;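 active = activity remaining at or below 50% of control, provided the compound also passes the data quality filters; inactive = the rest, including low values that fail the filters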;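 note: 100% = DMSO wells rate and 0% = substrate alone blank rate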
Target sequence (Q92560 whole entry, looked up): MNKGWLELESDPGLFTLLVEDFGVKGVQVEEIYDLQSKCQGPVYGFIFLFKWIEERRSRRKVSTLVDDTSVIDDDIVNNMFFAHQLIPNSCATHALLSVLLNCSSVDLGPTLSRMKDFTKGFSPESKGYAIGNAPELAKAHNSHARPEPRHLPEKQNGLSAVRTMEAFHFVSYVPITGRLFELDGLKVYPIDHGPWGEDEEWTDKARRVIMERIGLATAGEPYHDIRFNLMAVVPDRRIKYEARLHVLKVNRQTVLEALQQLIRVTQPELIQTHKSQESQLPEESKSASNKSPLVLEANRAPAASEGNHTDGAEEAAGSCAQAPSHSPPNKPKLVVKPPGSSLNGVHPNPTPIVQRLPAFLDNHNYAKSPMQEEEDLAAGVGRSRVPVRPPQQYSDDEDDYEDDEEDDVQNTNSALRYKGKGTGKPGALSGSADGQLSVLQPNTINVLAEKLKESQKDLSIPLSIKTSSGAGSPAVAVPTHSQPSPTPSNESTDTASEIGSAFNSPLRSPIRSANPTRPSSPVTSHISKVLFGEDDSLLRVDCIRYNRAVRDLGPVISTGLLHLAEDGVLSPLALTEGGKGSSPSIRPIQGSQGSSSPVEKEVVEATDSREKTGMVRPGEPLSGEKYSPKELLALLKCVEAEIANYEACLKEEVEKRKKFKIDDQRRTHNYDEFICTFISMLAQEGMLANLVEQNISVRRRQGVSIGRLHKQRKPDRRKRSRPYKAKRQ
Active calls of the source: *; x = no result given; & = joins results of further samples.

Every second line gives: HePTP inhibitor | BAP1 block
CCCCC(=O)Nc1ccc(NC(=O)C(C)C)cn1
 : 4 | 85
O=c1[nH]c(=O)n(-c2ccccc2Cl)c(O)c1C=NCCCn1ccnc1
 : -12 | x
CC(=O)[C@H]1CC[C@H]2[C@@H]3CCC4=CC(=O)CC[C@]4(C)[C@H]3[C@H](O)C[C@]12C
 : -8 | 82
N#CCNC(=O)c1ccccc1[N+](=O)[O-]
 : 1 | x
COc1ccc(OC)c(NC(=O)c2cc(-c3cc(Cl)ccc3O)n[nH]2)c1
 : 7 | 93
Nc1nnc(-c2ccc(F)cc2)s1
 : 7 | 101
Cc1ccc(-n2nc(C(=O)N3CCN(C)CC3)c3c4ccccc4n(C)c3c2=O)cc1
 : 11 | 90
Cc1ccc(C2Nc3cccc4cccc(c34)N2)s1
 : -5 | x
Cc1onc(-c2ccccc2Cl)c1C(=O)Nc1ccc(Cl)cc1F
 : -7 | x
COc1cc(OC)cc(C(=O)N2CCN(C(=O)Cc3ccccc3)CC2)c1
 : 2 | x
O/N=C\c1ccc2c(c1)OCCOCCOc1cc(/C=N/O)ccc1OCCOCCO2
 : 4 | x
CCN(CC)S(=O)(=O)c1ccc(S(=O)(=O)Nc2ccc(C(=O)N3CCCC3)cc2)cc1
 : -4 | 152
COC(=O)CSc1nnc(CNc2ccc(OC)cc2)n1C
 : 15 | 108
Cc1ccc(Cc2cncc(O)c2)cc1S(=O)(=O)O
 : 13 | 101
COc1ccc(C(=O)N2CC(=O)N(CCc3ccccc3)C(=O)C2)cc1OC
 : -5 | 97
COc1cc2c(cc1OC)-c1cc(OCc3cccnc3)nc(=O)n1CC2
 : 15 | x
O=c1[nH]ccc2c(O)cccc12
 : x | 74
O=C(CSc1ccc2nnc(-c3cccc(F)c3)n2n1)NCC1CCCO1 (stereo not drawn)
 : 9 | 98
CCn1c2ccccc2c2cc(/C=N/NC(=O)c3cccc(Br)c3)ccc21
 : -5 | x
CCS(=O)(=O)NCC(c1cccnc1)N1CCN(c2ccccc2F)CC1 (stereo not drawn)
 : 4 | 98
CC1Oc2ccccc2C=C1/C=C1\SC(=S)N(CCc2ccccc2)C1=O (stereo not drawn)
 : 4 | x
O=C(Nc1ccccc1)c1ccccc1N=Cc1ccc(Cl)c([N+](=O)[O-])c1
 : -12 | x
COc1ccc(CCNC(=O)C2CCCN(c3nn4c(=O)cc(C)nc4s3)C2)cc1OC (stereo not drawn)
 : 4 | 96
O=C(O)Cn1c(CC(=O)N2CCCC2)nc2ccccc21
 : 4 | 89
Cc1cc(NC(=O)c2nn3c(c2Cl)NC(c2ccc(Br)cc2)CC3C(F)(F)F)no1 (stereo not drawn)
 : 4 | x
COc1cc(NC(=O)COc2cccc(C)c2)cc(OC)c1
 : -7 | x
O=C(CSC1=NCCS1)OCN1C(=O)c2ccccc2C1=O
 : 7 | x
CCc1c(O)nc(SCC(=O)NCc2ccco2)[nH]c1=O
 : 5 | 99
COc1ccc(N2C(=O)NC(=O)/C(=C\c3c(OC)ccc4ccccc34)C2=O)cc1
 : 1 | x
CCC(=O)NC(c1ccc(OC)c(OC)c1)c1ccc2cccnc2c1O (stereo not drawn)
 : x | 129
Cc1cc(C)cc(N2C(=O)N(c3ccccc3C)C3CS(=O)(=O)CC32)c1 (stereo not drawn)
 : 12 | 83
CCCCN1C[C@H](O)[C@@H](O)[C@H](O)[C@H]1CO
 : 10 | 66
O=C(CN1C(=O)c2ccc([N+](=O)[O-])cc2C1=O)Nc1ccc2ccccc2c1
 : 2 | x
Cc1nn(-c2ccccc2)c2sc(C(=O)N/N=C/c3cc4c(cc3[N+](=O)[O-])OCO4)cc12
 : 1 | x
COc1cc(C(=O)NC(NC(=S)Nc2cccc([N+](=O)[O-])c2)C(Cl)(Cl)Cl)cc(OC)c1OC (stereo not drawn)
 : 2 | x
COc1cc(C2CC3CC2C(C)C3(C)C)ccc1O (stereo not drawn)
 : -6 | x
CCCN(CCC)C(=O)c1ccccc1[N+](=O)[O-]
 : 4 | x
Cc1cc(C)nc(NS(=O)(=O)c2ccc(N/C=C\C(=O)c3ccc(Cl)cc3)cc2)n1
 : -7 | x
COc1cc(/C=C2\C(=O)N(c3ccc(S(N)(=O)=O)cc3)N=C2C)cc(Cl)c1OC(C)C
 : -2 | x
O=C1C(=O)N(CCN2CCOCC2)C(c2ccccn2)/C1=C(/O)c1ccc(Cl)cc1 (stereo not drawn)
 : 3 | 91

Reprinted at random: 7 entries already listed.
Every second line gives: HePTP inhibitor | BAP1 block
O=C(CN1C(=O)c2ccc([N+](=O)[O-])cc2C1=O)Nc1ccc2ccccc2c1
 : 2 | x
COc1cc(C2CC3CC2C(C)C3(C)C)ccc1O (stereo not drawn)
 : -6 | x
Cc1cc(C)cc(N2C(=O)N(c3ccccc3C)C3CS(=O)(=O)CC32)c1 (stereo not drawn)
 : 12 | 83
COc1cc(/C=C2\C(=O)N(c3ccc(S(N)(=O)=O)cc3)N=C2C)cc(Cl)c1OC(C)C
 : -2 | x
CCCN(CCC)C(=O)c1ccccc1[N+](=O)[O-]
 : 4 | x
COc1cc(C(=O)NC(NC(=S)Nc2cccc([N+](=O)[O-])c2)C(Cl)(Cl)Cl)cc(OC)c1OC (stereo not drawn)
 : 2 | x
Cc1cc(C)nc(NS(=O)(=O)c2ccc(N/C=C\C(=O)c3ccc(Cl)cc3)cc2)n1
 : -7 | x

Other records follow.
Every second line gives: HePTP inhibitor | BAP1 block
CCOC(=O)C1C(=O)CC(C)(O)C(C(=O)OCC)C1c1ccccc1OC (stereo not drawn)
 : -2 | 86
O=C(Nc1ccc(Br)cc1)C1CCCN1C(=O)OCc1ccccc1 (stereo not drawn)
 : -7 | x
Oc1ccc2ccccc2c1C=NN1CCN(Cc2ccccc2Cl)CC1
 : -1 | x
CC(C)Oc1ccc(Cc2c(O)[nH]c(=S)[nH]c2=O)cc1
 : 9 | x
Cc1cc(N2CCCCC2)nc(SCC(=O)c2ccccc2)n1
 : -9 | 93
O=C(NCCN1CCOCC1)c1cc(-c2ccccc2)on1
 : 0 | 112
CCSc1nc(N2CCOCC2)c2c(c1C#N)CCCC2
 : 5 | 79
O=C(NC1CCCCCC1)C1c2ccccc2C(=O)N1Cc1ccco1 (stereo not drawn)
 : 5 | 113
O=C(CN(Cc1ccco1)C(=O)Cn1nnc(-c2cccs2)n1)NCc1ccccc1
 : 7 | 91
O=C(CCNc1ccc(Br)cc1)c1ccc([N+](=O)[O-])cc1
 : -7 | x

Structures shown so far containing fluorine:
Every second line gives: HePTP inhibitor | BAP1 block
Nc1nnc(-c2ccc(F)cc2)s1
 : 7 | 101
Cc1onc(-c2ccccc2Cl)c1C(=O)Nc1ccc(Cl)cc1F
 : -7 | x
O=C(CSc1ccc2nnc(-c3cccc(F)c3)n2n1)NCC1CCCO1 (stereo not drawn)
 : 9 | 98
CCS(=O)(=O)NCC(c1cccnc1)N1CCN(c2ccccc2F)CC1 (stereo not drawn)
 : 4 | 98
Cc1cc(NC(=O)c2nn3c(c2Cl)NC(c2ccc(Br)cc2)CC3C(F)(F)F)no1 (stereo not drawn)
 : 4 | x

The list continues.
structure	HePTP inhibitor	BAP1 block
Cc1ccc2oc(-c3ccc(Cl)c(NC(=O)c4cccc(Cl)c4)c3)nc2c1	x	110
O=C(CCNc1cccc(C(F)(F)F)c1)c1ccc([N+](=O)[O-])cc1	-2	x
Cc1cc(C)n(CCn2nc(C)cc2C)n1	2	116
CCOC(=O)C(=CNc1ccccc1[N+](=O)[O-])C(=O)OCC	-8	x
COC(=O)c1cnn(-c2ccc(C)c(C)c2)c1-n1cccc1	1	x
CC(C)CCC(C(=O)O)C(C)CC(=O)NC1CCCCC1 (stereo not drawn)	-7	138
CC(C)(C)NC(=O)c1ccc(COCC(F)(F)F)o1	20	89
O=C(O)CCCC(=O)Nc1cccc(-c2nc3ccccc3[nH]2)c1	2	121
COc1cccc(C2C3=C(CC(C)(C)CC3=O)OC3=C2C(=O)CC(C)(C)C3)c1OCC(=O)O	3	x
Cc1nc2sccn2c1-c1csc(NCc2ccccc2)n1	-2	89
C=CCOC(=O)C1=C(C)NC2=C(C(=O)CC(C)(C)C2)C1c1ccc(OC)c(OC)c1 (stereo not drawn)	x	142
CCOC(=O)c1ccc(NC(=O)C2CCCN(S(=O)(=O)c3cnc[nH]3)C2)cc1 (stereo not drawn)	6	88
CCN(CC)CCSc1nc(O)c(C2CCCCC2)c(=O)[nH]1	-12	106
CC1=C(C(=O)OC2CCCC2C)C(c2ccc(Br)cc2)NC(=O)N1 (stereo not drawn)	5	x
O=C(Nc1cccc(F)c1)c1cc2ccccc2oc1=O	-7	x
COc1ccc(S(=O)(=O)N(Cc2cc3ccc(OC)cc3[nH]c2=O)CC2COCCO2)cc1 (stereo not drawn)	-8	384
COc1ccc(C2=NO[C@@H]3C(=O)N(c4ccc(C)cc4C)C(=O)[C@H]23)cc1OC	-8	104
O=C(O)CC(c1ccc(Cl)cc1)N1C(=O)CCC1=O (stereo not drawn)	2	121
Cc1nn2c(=O)cc(CSc3nc4ccccc4[nH]3)nc2s1	2	99
Nc1nnc(SCCN2C(=O)c3ccccc3S2(=O)=O)s1	4	61
CN(C)/C=N/c1ncnc2c1cnn2-c1ccc(C(F)(F)F)cn1	6	101
CC(C)(C)NC(=O)Nc1ccc2nccnc2c1	10&6	105
COc1cccc(C(=O)N2c3ccccc3Sc3ccccc32)c1	0	x
COc1ccccc1N1CCN(C(=O)c2cc3c(=O)n(C)c4ccccc4c3n2C)CC1	5	94
CN(C)c1ccc(/C=N/N=C2/NC(=O)C(Cc3ccc(Cl)cc3Cl)S2)cc1 (stereo not drawn)	-1	x
Cc1cc(I)ccc1NC(=O)CCCOc1ccc(Cl)cc1Cl	1	x
CCc1nc(NCCc2ccccn2)c2nnn(Cc3ccccc3F)c2n1	1	114
CCOC(=O)c1c(NC(=O)c2cccs2)sc(C)c1CC	1	36*
COc1cc(NC(=O)c2cc(-c3cccs3)on2)cc(OC)c1OC	-2	97
O=C(COc1ccc(F)cc1)NC(C(=O)O)C12CC3CC(CC(C3)C1)C2 (stereo not drawn)	-9	x

Marked active in BAP1 block, of those listed so far:
structure	HePTP inhibitor	BAP1 block
CCOC(=O)c1c(NC(=O)c2cccs2)sc(C)c1CC	1	36*

Next part:
structure	HePTP inhibitor	BAP1 block
O=C(Nc1ccc(S(=O)(=O)Nc2nccs2)cc1)C(Cl)(Cl)Cl	10	x
Cc1ccc(C(=O)CSc2nnc(COc3cc(C)cc(C)c3)o2)cc1	4	76
COc1ccc(OC)c(NC(=O)Cc2ccccc2OC)c1	2	x
CCN1CCN(C(=O)C2CCN(S(=O)(=O)c3cccc4cccnc34)CC2)CC1	6	102
CCC1(C)CC(CC#N)(c2ccc(OC)cc2)CCO1 (stereo not drawn)	-10	x
O=C(COc1ncnc2ccccc12)NCCC1=CCCCC1	-11	103
COc1ccc(C2=NO[C@@H]3C(=O)N(c4ccc5c(c4)OCCO5)C(=O)[C@H]23)cc1OC	8	104
COc1cc(C=Nc2ccc(Nc3ccccc3)cc2)ccc1OCc1ccccc1	-11	x
Cc1ccc(NC(=O)C2CC(O)CN2C(=O)Oc2ccccc2)c(C)c1 (stereo not drawn)	3	x
C=CCCC(=O)Nc1ccc(Br)cn1	-3	x
CCN(CC)c1ccc(NC(=O)c2cc3ccccc3o2)c(C)c1	9	105
O=S(=O)(Nc1nc2ccccc2[nH]1)c1ccc(Cl)cc1	7	97
COc1ccc(OC)c(S(=O)(=O)N2CCC(C(=O)NC(C)c3ccccc3)CC2)c1 (stereo not drawn)	7	100
CCc1nnc(NC(=O)c2ccc(S(=O)(=O)N(CC(C)C)CC(C)C)cc2)o1	8	101
CC1(C)Cc2ccccc2C2=C(C(=O)N3CCOCC3)C(=O)C(=O)N21	-7	x
O=C1CCCN1c1ccc(CNS(=O)(=O)c2ccc(F)cc2)cc1	6	123
O=S(=O)(CC(O)COCc1ccc(Cl)cc1)c1ccccn1 (stereo not drawn)	8	x
COc1cccc(-n2c(SC)nnc2-c2c[nH]c3ccccc23)c1	5	88
Cc1occc1C(=O)NNC(=O)Nc1ccc(Cl)c(Cl)c1	-7	x
CCN(CC)S(=O)(=O)c1ccc(Cl)c(C(=O)Nc2cccc(F)c2)c1	4	x
CN1C(=O)CC(N2CCN(C(=O)CN3CCCC3)CC2)C1=O (stereo not drawn)	-6	100
COc1ccc(-c2nc(CSCC(=O)NCc3ccco3)c(C)o2)cc1	12	148
COc1cccc2sc(=NC(=O)C3CCCCC3)n(C)c12	x	134
Cc1nc(P(=O)(c2ccccc2)c2ccccc2)c(N2CCOCC2)o1	1&3	93
CCCOc1ccc(N2CC(C(=O)Nc3ccc4c(c3)OCO4)CC2=O)cc1 (stereo not drawn)	7	83
COc1ccccc1CNCc1cccc([N+](=O)[O-])c1	-4	x
C=CCNC(=O)c1ccccc1NC(=O)c1ccccc1	9	136
Cc1ccc(S(=O)(=O)c2n[nH]n3c2nc(=O)c2ccccc23)cc1	2	x
COC(=O)c1ccccc1N(Cc1ccc(Cl)cc1)S(=O)(=O)c1ccc(C)cc1	-2	x
O=C(O)c1ccc2c(c1)C(=O)N(Cc1ccccc1)C2=O	-4	117
Nc1ccc(C(=O)Nc2ccc(N)cc2NC(=O)c2ccc(N)cc2)cc1	-7	x
CCOc1ccccc1C1Nc2ccccc2NC2=C1C(=O)CC(C)(C)C2 (stereo not drawn)	0	69
Cc1[nH]nc2c1C1(CCC(c3ccccc3)CC1)C(C#N)=C(N)O2 (stereo not drawn)	9	108
O=C(CCNC(=O)/C(=C\c1ccco1)NC(=O)c1ccco1)OCc1ccccc1	6	x
CC1CCc2cc(F)cc3c(=O)c(C(=O)O)cn1c23 (stereo not drawn)	1	96
CC(C)N=C1SCC(C)(/C=N/O)S1 (stereo not drawn)	4	89
CCOC(=O)CSc1nc2cc(OCC)ccc2cc1C#N	5	x
CC(C)COc1cccc(-c2cc(C(=O)O)c3ccccc3n2)c1	1	x
COn1c(SC2CCCCC2)nc2ccccc2c1=O	3	67
COCCNC(=O)c1nn2c(c1Cl)NC(c1ccc(Br)cc1)CC2C(F)(F)F (stereo not drawn)	-1	x

Screening data from PubChem BioAssay.
